# Compound activity: PubChem BioAssay, The Scripps Research Institute Molecular Screening Center
# PAFAH1B2 inh: PAFAH1B2 (human) inhibition | P68402 | recombinant PAFAH1B2, FP-rhodamine activity probe, fluorescence polarization | inhibition, % at 3.39 µM | 1.2% of 340,000 active;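 active means inhibition above the mean of all tested compounds plus 3 SD, cut at about 24% in these data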;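 further: 0% = enzyme with DMSO and 100% = wells lacking PAFAH1B2; many of its hits are not listed in these tables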
# PAFAH1B3 FP inh: blocks human PAF acetylhydrolase 1B catalytic subunit 3; Q15102; recombinant PAFAH1B3, FP-rhodamine probe, fluorescence polarization; 0.28% of 340,000 active; inhibition, % at 3.39 µM;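 active means inhibition above the screen-wide average of all tested compounds plus 3 SD, cut at about 25% in these data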;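 further: 0% = enzyme with DMSO only and 100% = wells lacking PAFAH1B3 protein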
# LYPLA1 inh: blocks human lysophospholipase 1, a PME1 counter-screen | O75608 | recombinant LYPLA1, FP-Rh probe fluorescence polarization | inhibition, % at 5.9 µM | 0.16% of 320,000 active | AID 2174;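 active means inhibition above the mean of all tested compounds plus 3 SD, set per campaign, cut at about 14% in these data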;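 further: inhibitors block serine hydrolase probe labeling of LYPLA1 so polarization falls; 0% = enzyme with DMSO and 100% = wells lacking LYPLA1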
# Target sequence (O75608 whole entry, looked up): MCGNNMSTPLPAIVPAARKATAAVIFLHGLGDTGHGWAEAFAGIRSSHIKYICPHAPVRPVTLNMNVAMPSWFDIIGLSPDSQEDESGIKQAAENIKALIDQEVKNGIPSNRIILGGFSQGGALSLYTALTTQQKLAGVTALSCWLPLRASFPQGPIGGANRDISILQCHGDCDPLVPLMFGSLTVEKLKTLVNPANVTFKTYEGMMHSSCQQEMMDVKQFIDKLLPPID
# PAD4 inh: blocks human protein arginine deiminase 4; Q9UM07; 0.41% of 330,000 active; inhibition, % at 6.36 µM; recombinant PAD4, RCA probe fluorescence polarization;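 active means percent inhibition above a cutoff equal to the mean of all tested compounds plus 3 SD, cut at about 15% in these data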;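 further: 0% = PAD4 with RCA probe and DMSO and 100% = probe without PAD4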
# GSTO1 inh: GSTO1 inhibition, counter-screen for RBBP9 inhibitors; inhibition, % at 5.96 µM; 1.1% of 300,000 active; recombinant GSTO1, activity-based probe fluorescence polarization;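 active means inhibition above the campaign mean inhibition plus 3 SD, cut at about 35% in these data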;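 further: 0% = GSTO1-1 with DMSO and 100% = wells lacking GSTO1-1 enzyme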
# pPAFAH inh: pPAFAH (human) enzyme inhibition; Q13093; recombinant pPAFAH, FP-rhodamine probe fluorescence polarization; inhibition, % at 3.39 µM; 1.5% of 330,000 active; AID 463082;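 active means inhibition above the mean inhibition across the screen plus 3 SD, cut at about 25% in these data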;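 further: inhibitors block binding of the rhodamine activity-based probe so polarization drops; 0% = enzyme with DMSO and 100% = wells lacking pPAFAH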
# Target sequence (Q13093 whole entry, looked up): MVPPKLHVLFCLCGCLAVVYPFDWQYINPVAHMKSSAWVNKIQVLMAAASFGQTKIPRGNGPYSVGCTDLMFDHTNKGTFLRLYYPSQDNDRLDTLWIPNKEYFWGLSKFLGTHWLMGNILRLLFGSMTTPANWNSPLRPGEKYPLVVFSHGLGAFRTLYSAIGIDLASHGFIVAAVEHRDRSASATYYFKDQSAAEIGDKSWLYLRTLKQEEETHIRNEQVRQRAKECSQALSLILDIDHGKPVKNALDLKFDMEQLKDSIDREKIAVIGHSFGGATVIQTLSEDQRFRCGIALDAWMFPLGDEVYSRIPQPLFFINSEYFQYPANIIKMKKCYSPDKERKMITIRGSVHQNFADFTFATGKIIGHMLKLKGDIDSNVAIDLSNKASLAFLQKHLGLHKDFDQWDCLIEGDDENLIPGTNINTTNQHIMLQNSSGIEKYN
# LYPLA2 counter: blocks human lysophospholipase 2, a PME1 counter-screen; 0.38% of 320,000 active; O95372; inhibition, % at 5.9 µM; recombinant LYPLA2, FP-Rh probe fluorescence polarization;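 active means inhibition above the screen-wide mean plus 3 SD, limit set per campaign, cut at about 26% in these data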;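 further: 0% = LYPLA2 with DMSO and 100% = wells lacking LYPLA2 enzyme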
# Target sequence (O95372 whole entry, looked up): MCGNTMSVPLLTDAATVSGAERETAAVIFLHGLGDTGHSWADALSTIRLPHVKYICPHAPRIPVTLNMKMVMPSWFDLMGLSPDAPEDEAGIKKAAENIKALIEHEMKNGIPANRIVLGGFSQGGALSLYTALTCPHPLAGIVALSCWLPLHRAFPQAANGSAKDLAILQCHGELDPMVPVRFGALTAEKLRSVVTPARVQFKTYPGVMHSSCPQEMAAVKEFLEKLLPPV
# PME-1 primary: PME-1 (human) inhibition. inhibition, % at 5.9 µM. recombinant PME-1, FP-Rh probe fluorescence polarization. 0.53% of 320,000 active;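 active means inhibition above the campaign mean of all compounds plus 3 SD, cut at about 26% in these data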;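 further: competitive labeling of PME-1 active site by serine hydrolase directed probe; 0% = PME-1 with DMSO and 100% = wells lacking PME-1 enzyme; inhibitors block probe labeling so polarization falls and inhibition rises; many of its hits are not listed in these tables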
# PAFAH2 inh: PAFAH2 (human) inhibition; 0.99% of 340,000 active; Q99487; inhibition, % at 3.39 µM; recombinant PAFAH2, FP-rhodamine activity probe, fluorescence polarization;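 active means inhibition above the mean over all tested compounds plus 3 SD, cut at about 30% in these data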;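 further: inhibitors block probe labeling of enzyme so polarization drops; 0% = enzyme with DMSO and 100% = wells lacking PAFAH2 protein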
# * = called active by the depositor; · = no result given.
SMILES,PAFAH1B2 inh,PAFAH1B3 FP inh,LYPLA1 inh,PAD4 inh,GSTO1 inh,pPAFAH inh,LYPLA2 counter,PME-1 primary,PAFAH2 inh
Cc1ccc(C(=O)Cn2nnc3c(sc4nc5c(c(-c6ccccc6)c43)CCC5)c2=O)cc1,3,-3,-7,-1,3,-1,-1,-8,-12
CCN(CC)S(=O)(=O)c1ccc2[nH]c(=O)cc(C(=O)Nc3ccc(C)cc3)c2c1,1,-3,4,-1,8,0,6,-1,-2
O=C(/C=C/Nc1ccc(S(=O)(=O)Nc2ncccn2)cc1)c1cccs1,-3,4,4,0,-3,1,6,0,7
CCC(CC)c1nnc(NC(=O)c2c(-c3ccccc3)noc2C)s1,5,9,3,4,-2,1,7,0,6
Cc1nc(NC(=O)CSc2nc3ccccc3s2)sc1C(=O)N(C)C,-3,-3,-3,2,-2,-2,6,-3,-4
CCNC(=S)Nc1ccc(Cl)c([N+](=O)[O-])c1,3,-1,-9,3,-7,-5,-7,2,3
COc1ccc(C2=C(c3ccc([N+](=O)[O-])cc3)C(=O)OC2)cc1,0,1,-1,-2,-3,12,-2,22,-8
Cc1ccc(-c2cc(C(=O)NCc3ccc4c(c3)OCO4)no2)cc1,2,1,0,8,3,1,-2,0,3
CNS(=O)(=O)c1cccc(C(=O)OCC(=O)c2c(N)n(C)c(=O)n(C)c2=O)c1,1,5,2,-1,-3,-4,3,-2,-1
O=S(=O)(c1ccccc1)c1cnn2c(C(F)(F)F)cc(-c3ccccc3)nc12,5,7,0,1,4,2,-1,-5,4
CC(NC(=O)CCNC(=O)c1ccccc1Cl)C1CC2CCC1C2 (configuration not stated),9,3,2,2,1,4,2,1,-7
CCOCCCn1c(=S)[nH]c2cc(C(=O)NCCc3ccccc3)ccc2c1=O,-3,8,3,-4,6,4,4,-5,1
CCOC(=O)C1CCCN(C(=O)c2ccc3oc(Cc4ccccc4)nc3c2)C1 (configuration not stated),-1,5,2,2,3,3,2,2,11
Cc1[nH]c2ccccc2c1C(=O)COC(=O)C1CC(=O)N(Cc2ccccc2)C1 (configuration not stated),3,7,-2,-1,-4,7,0,10,-1
COc1ccc(OCC(O)CN(C)C(=O)/C=C/c2cccc([N+](=O)[O-])c2)cc1 (configuration not stated),-1,5,-1,1,4,4,3,1,4
O=C(Cn1cccn1)N1CCCC(Nc2ccc(F)c(F)c2)C1 (configuration not stated),1,4,-1,3,2,-1,1,-7,0
FC(F)(F)c1ccc(C2[C@H]3CN(Cc4ccc(-c5ccccc5)cc4)[C@H](c4ccccc4)C34CC2(c2ccccc2)C4)cc1 (some centres not stated),·,·,-3,-4,1,2,-4,-5,·
Cc1cc2ccccc2n2c(SCC(=O)NCC3CCCO3)nnc12 (configuration not stated),·,·,-1,2,1,1,-1,0,·
O=Cc1ccccc1OCc1ccc2c(c1)OCO2,7,2,0,-2,7,-5,-2,2,0
COc1ccc(N2CCN(C(=S)Nc3ccc(C)cc3)CC2)cc1,2,5,6,-1,5,-1,8,0,1
CC(=O)Cc1nsc(NC(=O)c2cc(-c3ccccc3Cl)oc2C)n1,-6,-1,-10,-6,-9,2,-15,-8,-1
COc1cccc(NC(=O)CN(C)C(=O)CSC(=S)N2CCCC2)c1,-2,4,2,-3,6,-4,0,-8,-5
CCOc1ccc(NC(=O)Nc2ccccc2C(N)=O)cc1,1,3,-1,3,3,4,-3,0,2
CCOC(=O)C1CCCN(CCC(=O)Nc2cccc(Cl)c2C)C1 (configuration not stated),1,8,1,-9,-2,6,3,3,7
COc1ccc(-c2cc(C(=O)Nc3ccc(O)cc3)c3ccccc3n2)cc1OC,-9,-6,-7,2,-18,0,-7,-1,2
CCOC(=O)[C@H]1[C@H]2COc3ccc(OC)cc3[C@@H]2N2C(=O)CN(CCc3c[nH]c4ccccc34)C(=O)[C@@]12C,4,2,5,-2,·,2,10,-6,1
CSc1oc(-c2ccco2)nc1S(=O)(=O)c1ccc(F)cc1,4,8,0,-10,4,-3,0,1,3
COC(=O)C(Nc1nccs1)(OC)C(F)(F)F (configuration not stated),4,11,-3,-1,19,-1,-6,-3,-1
COc1ccc(NC(=O)C2CCCN(S(C)(=O)=O)C2)cc1OC (configuration not stated),0,2,-3,-1,1,-1,-4,2,6
CCC1CCCCN1C1Sc2ccc(C(=O)OC)cc2NC1=O (configuration not stated),4,5,3,5,-1,9,6,1,3
CONc1nc2nonc2nc1NOC,0,3,3,-2,-1,5,7,3,6
CCN(CC)S(=O)(=O)c1cccc(-c2nnc(SC(C)C#N)n2Cc2ccccc2)c1 (configuration not stated),0,-6,2,-4,0,-1,4,11,0
O=c1[nH]c(/C(=N\O)c2ccccc2)no1,2,2,-1,-3,21,0,-4,-19,-7
COc1ccc(NC(=O)CSc2nnc(C3CCCCC3)o2)c(OC)c1,-2,14,1,-3,1,2,4,0,-5
COc1ccccc1-n1cc(-c2ccccc2)[nH]c1=S,10,1,-1,0,-5,-2,-1,-5,-2
Cn1c(=O)c2c(nc(CN3CCN(C(c4ccccc4)c4ccccc4)CC3)n2CC(N)=O)n(C)c1=O,1,8,3,-3,-1,8,2,-4,-11
COC(=O)Cc1c(O)ccn(C2CC2)c1=O,0,5,2,-4,0,3,5,2,-3
CCCCNC(=O)CSc1nc(COc2ccccc2)nc2ccccc12,4,1,3,-4,-24,-4,-6,0,0
COC(=O)[C@H](CCSC)NC(=O)Nc1cc(C)ccc1C,0,-1,-2,3,13,-1,-6,-5,-1
CCO[C@H]1OC(C(=O)O)=C[C@@H](c2coc3ccccc3c2=O)[C@@H]1CCCO,1,-1,1,-7,-5,5,2,0,6
COC(=O)c1cc(CNC(=O)c2cccc(Cl)c2Cl)ccc1OC,·,·,0,-6,-1,6,0,9,·
CCOC(=O)N1CCN(C(=O)CSCc2nc(-c3ccccc3C)oc2C)CC1,1,12,-2,4,5,0,-2,2,-2
CSc1ccccc1OCc1cc(C(=O)N(C)Cc2ccncn2)no1,4,-4,3,-1,-1,0,16,0,-6
CN(C)c1nnnn1-c1ccccc1Oc1ncc(C(F)(F)F)cc1Cl,-3,-2,2,-1,4,4,0,0,-6
COc1ccc(C2c3[nH]c4ccccc4c3C[C@H]3C(=O)N(CCCO)CC(=O)N23)c(OC)c1 (some centres not stated),7,9,-2,-3,-4,2,-4,-9,1
Cc1c(C)n(-c2ccc(Cl)cc2)c2ncnc(N)c12,1,3,2,0,6,4,5,-2,3
CC(=O)c1cc(F)c(N2CCN(C(=O)C(C)(C)C)CC2)cc1C,3,11,1,0,-2,1,0,-7,5
Cc1ccc2cccc(OCC(=O)Nc3ccc(N4CCOCC4)cc3)c2n1,3,12,-1,-3,-3,4,3,-9,-3
O=c1sc2ccccc2n1COc1ccc(Cl)cc1,1,7,-2,-2,0,5,2,-2,-5
CCn1cc(C2=NOC(C(=O)Nc3cc(C)nn3-c3ccccc3)C2)c(C)n1 (configuration not stated),5,-2,3,1,6,6,6,2,2
CCCCCCCC(=O)Nc1ccc(S(=O)(=O)Nc2nccs2)cc1,15,-2,4,-3,1,11,9,-2,-3
CCCCN(C(=O)CSCc1c(C)noc1C)c1c(N)n(CCCC)c(=O)[nH]c1=O,1,9,-1,7,10,3,3,-5,9
Cc1nnc2ccc(-c3ccc(NC(=O)c4ccc(Cl)nc4)cc3)nn12,·,·,0,-2,3,1,-1,-5,·
COc1ccc(C/C(N)=N/OC(=O)COc2ccccc2C)cc1,0,-5,-3,0,-3,4,2,0,8
Cc1ccc(C(=O)COC(=O)CCC(=O)Nc2cc(Cl)ccc2Cl)cc1[N+](=O)[O-],-2,0,1,-1,4,3,4,2,-4
CCN1C(=S)SC(=O)C1=C1C=C(C)OC(C)=C1,-6,-5,3,-5,-2,1,-5,-1,1
COc1ccc(-c2ccc([C@H]3[C@H]4C=CC[C@@H](C)[C@@H]4C(=O)N3Cc3ccccc3)c(F)c2)cc1C,2,2,0,1,8,-2,2,-1,6
COc1ccccc1N(CC(=O)Nc1ccccc1C(=O)N1CCOCC1)S(C)(=O)=O,0,-1,-2,3,1,2,-1,6,1
O=C(CSc1ncn[nH]1)NCc1ccccc1Cl,-3,-4,1,-9,1,-2,3,3,1
COc1ccccc1N1CCN(C(=O)c2ccc(Br)s2)CC1,-2,4,-2,3,-1,5,-4,3,5

# Sorted by value in PAFAH1B3 FP inh (ascending): some entries from above
structure	PAFAH1B3 FP inh
COc1ccccc1N(CC(=O)Nc1ccccc1C(=O)N1CCOCC1)S(C)(=O)=O	-1
Cc1c(C)n(-c2ccc(Cl)cc2)c2ncnc(N)c12	3
Cc1ccc2cccc(OCC(=O)Nc3ccc(N4CCOCC4)cc3)c2n1	12

# The list goes on.
SMILES,PAFAH1B2 inh,PAFAH1B3 FP inh,LYPLA1 inh,PAD4 inh,GSTO1 inh,pPAFAH inh,LYPLA2 counter,PME-1 primary,PAFAH2 inh
COc1ccc(NC(=O)NN2CCOCC2)cc1OC,6,14,0,-5,1,2,3,3,0
O=C(Nc1cccnc1)c1ccccc1Cl,3,3,-2,-2,3,1,-2,-7,1
COCCCNC(=O)c1cccs1,4,10,-3,1,-3,-2,-3,0,2
C=CCC[C@@H](Cc1ccc(F)cc1)C(=O)OC[C@H](Cc1c[nH]c2ccccc12)NC(=O)[C@H](CC=C)CC(=O)NCCO,-4,12,·,2,·,11,·,·,-4
Cc1ccc(S(=O)(=O)CCC(=O)OCC(=O)NCCc2ccccc2)cc1,9,2,-2,0,7,8,-6,4,4
Nc1cccc(C#Cc2ccc3c(c2)C(=O)/C(=C/c2ccsc2)O3)c1,4,13,·,-5,·,12,·,·,9
O=C(NC(=S)N1CCCC(O)C1)c1ccco1 (configuration not stated),5,6,·,-2,·,0,·,·,6
COc1ccc(OC2OC3COC(c4ccco4)OC3C(O)C2NC(C)=O)cc1 (configuration not stated),2,-6,1,-4,2,0,-1,-1,-2
CN1C(N)=NC(=O)/C1=C\c1ccc(Br)cc1,0,-2,-7,-5,-1,2,-3,0,-7
Cn1nc(C(F)(F)F)c2cc(C(=O)Nc3ccc(F)cc3F)sc21,6,2,-3,-4,-1,2,-1,0,-1
COc1ccc(C)cc1S(=O)(=O)n1nc(C)cc1C,-1,7,2,1,-1,-1,5,7,-6
COc1ccc(-c2c(C)oc3c(CN4CCN(C)CC4)c(O)ccc3c2=O)cc1,6,3,2,1,-3,0,4,2,4
COCCn1c(SCC(=O)c2c(N)n(C3CC3)c(=O)[nH]c2=O)nnc1-c1ccc(Cl)cc1,1,11,-1,4,·,2,2,2,-2
O=S(=O)(N/N=C/c1cccnc1)c1ccc(Cl)c(Cl)c1,7,15,-5,6,5,5,-11,-5,-14
O=C(c1cccs1)N1CCN(S(=O)(=O)c2ccccc2)CC1,5,6,4,-1,2,2,8,0,1
COc1ccc(S(=O)(=O)N(Cc2nc3ccccc3c(=O)[nH]2)C2CCCC2)cc1,5,2,2,0,-9,2,-5,2,-5
CC(C)C(=O)N1CCN(c2ccc(NC(=O)c3ccc4c(c3)OCCO4)cc2Cl)CC1,2,7,-3,-1,-2,6,9,-3,5
Cc1nc2ccccc2c(=O)n1NCc1cc(Br)cs1,9,1,-1,-2,3,8,-6,0,1
CN(C)c1nc(C#N)nc(N2CCOCC2)n1,1,3,1,7,2,1,0,0,-1
COc1cccc(CN2CC(C(=O)N3CCCC3)CCC2=O)c1 (configuration not stated),-4,2,1,0,4,0,4,3,-1

# These rows are one share of the data; the hit share may differ from the screen's.
